Screening data (PubChem)
HCV inh: inhibitors of hepatitis C virus infection | Potency, µM (top dose mostly 41.8 µM), without a hit: at the top dose activity change, negative = inhibition, usual class: inhibitors | 340,000 compounds, 3.4% hits | Huh7.5.1 HCVcc-Cre infection, luciferase reporter, 44 h | AID 651820; further: potency means the concentration at half of the fitted maximal effect
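Compounds are dispensed onto cells plated 4 h earlier at 1,000 per well, with HCVcc-Cre virus (about 0.5 moi) added next. Following 44 h of culture, luminescent signal is measured for 15 sec after 15 min with substrate at room temperature.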
AmpC inh no detg: inhibitors of E. coli AmpC beta-lactamase without detergent; AmpC nitrocefin hydrolysis, absorbance 480 nm, 0.0001% Triton; Potency, µM (highest dose often 57.1 µM), inactives show at the highest dose activity change, negative = inhibition, usual class: inhibitors; 330,000 compounds, 0.52% hits; AID 485341;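 further: potency means the concentration at half of the fitted maximal effect; plate controls were no compound for no effect and no enzyme for full effect; nearly all actives have a fitted effect of over 20% in size; some results filed as inactive show a strong effect at the top dose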
Target sequence (P00811 whole entry, looked up): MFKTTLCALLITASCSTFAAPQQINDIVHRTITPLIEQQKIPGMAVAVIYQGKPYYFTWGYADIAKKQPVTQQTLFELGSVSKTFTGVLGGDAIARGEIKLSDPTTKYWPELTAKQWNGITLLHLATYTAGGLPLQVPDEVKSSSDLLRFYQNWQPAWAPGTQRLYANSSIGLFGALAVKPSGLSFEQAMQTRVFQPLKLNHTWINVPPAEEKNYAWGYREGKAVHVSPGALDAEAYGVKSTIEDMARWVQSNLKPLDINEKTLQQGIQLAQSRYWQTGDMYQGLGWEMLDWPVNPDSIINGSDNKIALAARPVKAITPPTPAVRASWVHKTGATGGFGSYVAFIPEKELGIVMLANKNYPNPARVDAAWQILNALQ
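AmpC (5.3 nM in the dispensed reagent) in 20 mM phosphate pH 7.0 with 0.01% (detergent screen) or 0.0001% Triton X-100 was preincubated with compounds for 15 min at room temperature. Nitrocefin was then added from an 800 uM solution, and hydrolysis was followed at 480 nm.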
Giardia FBPA inh: inhibitors of Giardia lamblia fructose-1,6-bisphosphate aldolase | A8B2U2 | purified Giardia FBPA | 290,000 compounds, 0.71% hits | Potency, µM (highest dose often 59.6 µM), for inactives: top-dose activity, negative = inhibition, usual class: inhibitors; further: potency means the concentration at half of the fitted maximal effect; nearly all actives have a fitted effect of over 55% in size
Target sequence (A8B2U2 whole entry, looked up): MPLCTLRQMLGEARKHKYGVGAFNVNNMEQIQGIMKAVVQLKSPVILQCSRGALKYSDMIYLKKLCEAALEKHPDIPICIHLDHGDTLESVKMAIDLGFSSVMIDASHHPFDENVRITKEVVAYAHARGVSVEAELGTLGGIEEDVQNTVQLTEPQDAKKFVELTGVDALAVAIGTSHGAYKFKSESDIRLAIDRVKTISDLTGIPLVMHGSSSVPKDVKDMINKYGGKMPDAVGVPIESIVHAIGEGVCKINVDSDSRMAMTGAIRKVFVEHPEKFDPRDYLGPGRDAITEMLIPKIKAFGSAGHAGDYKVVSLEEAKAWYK
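40 nM FBPA preincubated 10 min at RT with compound (up to 57.5 uM final), then substrate plus GAPDH/TPI/NAD/arsenate coupling and diaphorase/resazurin added. Fluorescence read after 20 min at RT, 525/598 nm.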
Sm TGR block: inhibitors of Schistosoma mansoni thioredoxin glutathione reductase; Q962Y6; purified TGR, DTNB reduction, TNB absorbance 405 nm; Potency, µM (doses to about 114 µM), for the others: at the top dose activity change, negative = inhibition, actives largely listed as inhibitors; 360,000 compounds, 3% hits; further: potency means the concentration at half of the fitted maximal effect; nearly all actives have a fitted effect of over 60% in size
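Kinetic colorimetric format: TGR-catalysed, NADPH-driven DTNB reduction monitored via TNB absorbance. Enzyme dispensed at 20 nM; compound exposure 15 min at room temperature before reaction start.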
HCMV antiviral: human cytomegalovirus inhibition | HFF cells, HCMV-luciferase reporter, 72 h; hits give low values | activity change, negative = inhibition, % at 57.5 µM | 410,000 compounds, 4.5% hits | AID 1259415; in the data active means activity change below about -60%; inconclusive means no clear call, values can overlap the other calls; inactive means above about -39%
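HFF cells seeded 16 h at 37C, treated with compounds, infected with luciferase-reporter HCMV at MOI 1 PFU/cell; luciferase read at 72 h post infection, normalized to buffer-only and Salinomycin controls.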
AmpC inh detg: inhibitors of E. coli AmpC beta-lactamase with detergent; 370,000 compounds, 0.041% hits; Potency, µM (series often up to 114 µM), for inactives: at the top dose activity change, negative = inhibition, actives largely listed as inhibitors; P00811; AmpC hydrolysis of nitrocefin, absorbance 480 nm, 0.01% Triton; AID 485294;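 further: potency means the concentration at half of the fitted maximal effect; 0% = no-compound wells and -100% = no-enzyme wells; nearly all actives have a fitted effect of over 25% in size; some results filed as inactive show a strong effect at the top dose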
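20 mM phosphate pH 7.0 + 0.01% (detergent screen) or 0.0001% Triton X-100; 5.3 nM AmpC reagent; cpd preinc 15 min RT; nitrocefin (800 uM stock) to start; A480 q20 s × 4 min; Activity was normalised to no-enzyme and no-compound control wells.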
Starred values were filed as active, the others as inactive; u = inconclusive; x = not tested or not shown; & = joins results of further samples; [ ] = another dose, or the depositor's remark. Unless noted, the call rests on the fitted dose curve; in most records, active means well fitted curve in the direction sought with a large enough effect; inconclusive means small, poorly fitted or top-dose-only effect, or another doubt; inactive means no such curve, though single readings can be large; an effect the other way counts as inactive or inconclusive. Unless noted, on the % scale 0 is the no-effect control and ±100 the full control effect. Random draw from the library; 9.9% or so of the library scored in one or more.

Preview (2 entries):
Assay codes: A = HCV inh; B = AmpC inh no detg; C = Giardia FBPA inh; D = Sm TGR block; E = HCMV antiviral; F = AmpC inh detg
O=C(O)CCS(=O)(=O)c1cccc2cccnc12
  A: 9% | B: -4% | C: 3% | D: 6% | E: 9 | F: u
CC1=NN(C(=O)c2csc(C(C)C)c2)C(O)(C(F)(F)F)C1 (centres undefined)
  A: -22% | B: -15% | C: 1% | D: -6% | E: -14 | F: u

Main list, from the first entry:
Assay codes: A = HCV inh; B = AmpC inh no detg; C = Giardia FBPA inh; D = Sm TGR block; E = HCMV antiviral; F = AmpC inh detg
O=C(O)CCS(=O)(=O)c1cccc2cccnc12
  A: 9% | B: -4% | C: 3% | D: 6% | E: 9 | F: u
CC1=NN(C(=O)c2csc(C(C)C)c2)C(O)(C(F)(F)F)C1 (centres undefined)
  A: -22% | B: -15% | C: 1% | D: -6% | E: -14 | F: u
Cc1cccc2cc(C3CC(c4ccco4)=NN3S(C)(=O)=O)c(Cl)nc12 (centres undefined)
  A: -17% | B: 118%[activator] | C: -8% | D: 32µM* | E: 0 | F: -9%
CCCn1c(=N)n(CC(O)COc2cccc(C)c2)c2ccccc21 (centres undefined)
  A: u | B: 18% | C: -1% | D: -20% | E: 12 | F: -11%
C=CCn1c(C)cc(C(=O)COC(=O)C2CC(=O)N(Cc3ccccc3)C2)c1C (centres undefined)
  A: -5% | B: 73%[activator] | C: -3% | D: -7% | E: 6 | F: u
COCCNC(=O)C1CCC(=O)N1S(=O)(=O)c1ccc(C)cc1 (centres undefined)
  A: -3% | B: -9% | C: 8% | D: -5% | E: 22 | F: -12%
Cc1cc(C)c(C(=O)COC(=O)Cn2nc(-c3ccccc3)oc2=O)cc1C
  A: -6% | B: -9% | C: x | D: x | E: -16 | F: x
CN(C(=O)CN1C(=O)NC2(CCc3ccccc32)C1=O)C1CCCCC1 (centres undefined)
  A: 4% | B: -13% | C: x | D: x | E: 53 | F: x
CC/C(=N\NC(=O)c1ccc2c(c1)OCO2)C12CC3CC(CC(C3)C1)C2
  A: 15% | B: -24% | C: -8% | D: -4% | E: 32 | F: -2%
Cc1noc(/C=C/N(C)C)c1S(=O)(=O)N1CCCC(C(=O)NCc2cccs2)C1 (centres undefined)
  A: 15% | B: -1% | C: 0% | D: -3% | E: 9 | F: -5%
CCCCCCn1c(-c2ccco2)nc2oc3cc(OC)ccc3c(=O)c2c1=O
  A: u | B: -45% | C: -6% | D: -30% | E: u | F: -3%
CN(C)C=Nc1nonc1-c1ncn[nH]1
  A: 18% | B: -9% | C: u | D: -32% | E: -6 | F: -12%
Cc1cc(Cl)ccc1-n1c(CCC(=O)O)ccc1-c1cccs1
  A: x | B: x | C: x | D: 28µM* | E: 10 | F: 4%
CC(C)Oc1ccc(C(=O)Nc2cccc(S(=O)(=O)N3CCCC3)c2)cc1
  A: 2.8µM* | B: -19% | C: x | D: x | E: u | F: x
COc1ccc(N(C)S(=O)(=O)c2cccc(C(=O)OCC(=O)Nc3sc4c(c3C#N)CCCCC4)c2)cc1
  A: 19%&4% | B: -15% | C: 6% | D: -6% | E: 30 | F: -15%
CCc1cc2ccc(C)cc2nc1SCC(=O)NC1CCCC1
  A: 7% | B: -15% | C: x | D: -5% | E: -20 | F: 6%
Cn1c(=O)c2c(nc(Sc3ncnn3CC(=O)N3CCOCC3)n2C)n(C)c1=O
  A: 13% | B: 0% | C: 4% | D: -7% | E: -1 | F: -5%
CNC(=O)CSc1nnc(-c2cccs2)o1
  A: 5% | B: -2% | C: -1% | D: 52%[activator] | E: -20 | F: u
CNC(=O)CN1C(=O)CSc2nc(C)cc(C)c21
  A: 3% | B: -3% | C: 2% | D: -7% | E: 6 | F: -4%
Cc1ccc(S(=O)(=O)NC(C)(C)C)cc1C(=O)OC(C)C(=O)NC1CC1 (centres undefined)
  A: -4% | B: -11% | C: x | D: 3% | E: -20 | F: -24%
CC(C(=O)Nc1ccccc1C(=O)N1CCCC1)n1nnc2ccccc21 (centres undefined)
  A: 4% | B: u | C: 0% | D: -6% | E: 65 | F: 3%
CN1C(=O)C(CC(=O)Nc2ccc(Cl)cc2)N(Cc2ccco2)C1=S (centres undefined)
  A: 22% | B: -36% | C: -5% | D: 10µM* | E: u | F: 2%
CCN(CC)CCNC(=O)c1ccc(NC(=O)c2ccc(C(=O)c3ccccc3)cc2)cc1
  A: u | B: 27% | C: x | D: -3% | E: x | F: -4%
Cc1ccc(C(=O)NCCCCNC(=O)c2ccc(C)o2)o1
  A: 8% | B: -24% | C: 7% | D: -8% | E: u | F: -1%
COCC(=O)Nc1ccc(Br)cc1
  A: 6% | B: -6% | C: -1% | D: 7% | E: 77 | F: -10%
Cc1cc(C)c2oc(=O)cc(CN3CCC(C)CC3)c2c1
  A: -10% | B: -20% | C: 6% | D: -10% | E: 16 | F: -4%
OCC1(CC2CCCCO2)CCN(Cc2cccc(O)c2)CC1 (centres undefined)
  A: 2% | B: -2% | C: 1% | D: 2% | E: -37 | F: 3%
CCc1ccccc1N1C(=O)[C@@H]2Cc3ccccc3CN2C1=O
  A: 4% | B: -17% | C: 4% | D: -2% | E: 22 | F: -5%
CCN(CC)CCCNC(=O)c1cn(CC)c2ccc(S(=O)(=O)N3CCc4ccccc4C3)cc2c1=O
  A: u | B: 38% | C: 4% | D: 0%&4% | E: u | F: 4%&3%
CCC(=O)N1CCc2cc(Br)cc(S(=O)(=O)N(C)c3ccc(OC)cc3)c21
  A: u | B: 90%[activator] | C: 4% | D: 1% | E: -29 | F: 5%
C/C(=N\NC(=O)C1CC1c1ccccc1)c1cccs1 (centres undefined)
  A: -22% | B: -21% | C: 1% | D: -24% | E: -18 | F: -1%
COc1ccc(N2CC(NC(=O)/C=C\c3ccc4c(c3)OCO4)CC2=O)cc1 (centres undefined)
  A: x | B: x | C: x | D: 5% | E: 56 | F: -1%
CCc1ccc(-c2nc3c(c(SCc4ccc(F)cc4)n2)Cc2c(CO)cnc(C)c2O3)cc1
  A: x | B: x | C: x | D: 15% | E: -26 | F: -3%
COCC1CCCN(C(=O)c2ccc3oc(CCCc4ccccc4)nc3c2)C1 (centres undefined)
  A: u | B: 23% | C: x | D: 28µM* | E: -23 | F: 3%
Cc1ccc(NC(=O)c2cc(S(=O)(=O)N3CCOCC3)ccc2F)c(C)c1
  A: -23% | B: 25% | C: 0% | D: -8% | E: -24 | F: u
Cc1ccc2c3c(c(SCC(=O)Nc4nccs4)nc2c1)CCCC3
  A: x | B: -26% | C: 3% | D: 6% | E: x | F: -3%
O=C(CCCn1c(=O)c2sccc2n(Cc2ccc(F)cc2Cl)c1=O)NCc1ccc2c(c1)OCO2
  A: x | B: x | C: x | D: 1% | E: -30 | F: 3%
COc1ccc(NC(=O)Cn2nc(Cc3cccnc3)c3ccccc3c2=O)c(OC)c1
  A: -9% | B: 30% | C: 13% | D: 9% | E: 3 | F: -9%
CCOc1cc(C2NC(=O)CCC2[N+](=O)[O-])cc(Br)c1OCC (centres undefined)
  A: 23% | B: -4% | C: 4% | D: 10% | E: -1 | F: 0%
CCOc1ccc(-c2nonc2NC(=O)c2ccc(C)cc2)cc1OCC
  A: x | B: x | C: x | D: 0% | E: -8 | F: -4%
CCOc1ccc(C2=NC(c3ccc(OC)cc3)=Nc3ccc(Cl)cc3N2)cc1
  A: x | B: x | C: x | D: -3% | E: 50 | F: 3%
C[C@H]1C=C(C(=O)N2CCOCC2)O[C@@H](OCc2ccc(CO)cc2)C1
  A: 3% | B: 5% | C: 3% | D: 1% | E: 11 | F: 3%
CCOc1ccc(C2NC(=O)c3sc(=S)n(-c4ccccc4)c3N2)cc1 (centres undefined)
  A: 17% | B: -31% | C: 3% | D: -32% | E: 107 | F: u
CC(=O)Nc1ccc(NC(=O)C2CCCN(c3ncccn3)C2)cc1 (centres undefined)
  A: 16% | B: -15% | C: -1% | D: 2% | E: 0 | F: -2%
O=C(CN1CCOCC1)Nc1c2c(nc3c1CCC3)CCC2
  A: 5% | B: -12% | C: 3% | D: 8% | E: 10 | F: -1%
COc1ccc(N2CCN(C(=O)CCCCCn3c(=O)[nH]c4ccsc4c3=O)CC2)cc1
  A: 5% | B: 10% | C: 1% | D: 34% | E: -16 | F: 7%
C=CCn1c(=S)[nH]c2nc3c(cc2c1=O)COC(C)(C)C3
  A: u | B: -4% | C: u | D: -1% | E: 2 | F: -1%
CC1CC(C)(C)NCc2ccccc21 (centres undefined)
  A: -4% | B: 3% | C: 5% | D: -2% | E: 5 | F: 0%
CCCCCCCCCC(=O)OCC(O)CO (centres undefined)
  A: -13%[8.37 µM] | B: 53% | C: 6% | D: -7% | E: 8 | F: u
Cn1c(=O)n(/N=C/c2ccccc2)c2ccccc21
  A: 4% | B: 29% | C: -4% | D: 7% | E: 70 | F: u

Only HCV inh, HCMV antiviral and AmpC inh no detg, for 2 of the compounds above:
compound	HCV inh	HCMV antiviral	AmpC inh no detg
CCOc1ccc(C2=NC(c3ccc(OC)cc3)=Nc3ccc(Cl)cc3N2)cc1	x	50	x
O=C(CCCn1c(=O)c2sccc2n(Cc2ccc(F)cc2Cl)c1=O)NCc1ccc2c(c1)OCO2	x	-30	x

Continuation:
Assay codes: A = HCV inh; B = AmpC inh no detg; C = Giardia FBPA inh; D = Sm TGR block; E = HCMV antiviral; F = AmpC inh detg
Cc1ccc(OCCn2cnc3cc([N+](=O)[O-])ccc3c2=O)cc1
  A: -27% | B: -24%[11.4 µM] | C: 1% | D: -20% | E: 64 | F: u
CCN(CC)S(=O)(=O)c1ccc(C(=O)Nc2nnc(NC(=S)Nc3ccccc3)s2)cc1
  A: -9% | B: -50% | C: 16% | D: -25% | E: -38 | F: -6%
O=C(NCc1ccccn1)c1ccc(/C=N/O)nc1
  A: 21% | B: -8% | C: -9% | D: 7% | E: 56 | F: -2%
COc1ccc(/C(C)=N/NC(=O)CNC(=O)c2cccs2)cc1
  A: 7% | B: -27% | C: 0% | D: 0% | E: 1 | F: -12%
CC1CCCN(CCOc2cccc(Oc3ccccc3)c2)C1 (centres undefined)
  A: -8% | B: 16% | C: u | D: -5% | E: -16 | F: u
O=C1CC(c2ccccc2)Cc2[nH]c(=O)c(-c3nc(-c4ccc(Cl)c(Cl)c4)cs3)cc21 (centres undefined)
  A: x | B: x | C: x | D: 1% | E: 11 | F: 5%
Cc1cc2ccccn2c1C(=O)c1ccccc1Br
  A: -13% | B: -26% | C: 0% | D: -5% | E: -15 | F: -2%

Fetched by compound from the entries so far, 3 records:
Assay codes: A = HCV inh; B = AmpC inh no detg; C = Giardia FBPA inh; D = Sm TGR block; E = HCMV antiviral; F = AmpC inh detg
Cc1ccc(OCCn2cnc3cc([N+](=O)[O-])ccc3c2=O)cc1
  A: -27% | B: -24%[11.4 µM] | C: 1% | D: -20% | E: 64 | F: u
CC1CCCN(CCOc2cccc(Oc3ccccc3)c2)C1 (centres undefined)
  A: -8% | B: 16% | C: u | D: -5% | E: -16 | F: u
O=C1CC(c2ccccc2)Cc2[nH]c(=O)c(-c3nc(-c4ccc(Cl)c(Cl)c4)cs3)cc21 (centres undefined)
  A: x | B: x | C: x | D: 1% | E: 11 | F: 5%
